Screening data: PubChem BioAssay, NCI
NCI-60 one-dose screen, 48 h, at 10 µM unless noted. Numbers give growth in % (100 = growth as untreated, 0 = no growth, -100 = all killed).
UO-31 = UO-31 renal cancer; 5.2% of 81,000 active
RXF 393 = RXF 393 renal cancer cells | 6.9% of 77,000 active | AID 1794773
786-0 = 786-0 renal cancer cells; 5.1% of 81,000 active; AID 1794775
A498 = A498 renal cancer cells | 5.4% of 76,000 active
ACHN = ACHN renal cancer. 4.9% of 81,000 active. AID 1794771
SN12C = SN12C renal cancer cells | 3.8% of 81,000 active
CAKI-1 = CAKI-1 renal cancer | 4.7% of 75,000 active | AID 1794772
TK-10 = TK-10 renal cancer cells. 3.9% of 81,000 active
Numbers without * were called inactive; . = no result given; & = joins results of further samples. How the source made its calls: active means growth percent below 10; inactive means the rest. Random draw from the library; overall some 10% were active at least once.

SMILES	UO-31	RXF 393	786-0	A498	ACHN	SN12C	CAKI-1	TK-10
COC(=O)C1=C(C)NC(C)=C(C(=O)OCC(C)C)C1c1cccc(C#N)c1 (configuration not stated)	88.8	92.7	92.6	103.1	99.9	107.4	71.5	110.4
CC(C)(N)CNc1ccccc1	96.6	.	104.4	114.0	100.9	97.9	73.3	103.0
O=C(NCc1ccc(Cl)cc1Cl)C1CCC(=O)N1C(=O)NCc1ccc(Cl)c(Cl)c1 (configuration not stated)	84.6	110.3	81.0	100.5	112.4	107.9	.	87.0
COc1ccc(S(=O)(=O)NCCNc2nccc(-c3c(-c4cccc(O)c4)nc4sccn34)n2)cc1	80.7	92.1	97.7	109.4	86.2	94.5	99.4	97.7
CCC(N)COC(=O)c1ccccc1 (configuration not stated)	96.8	104.6	101.1	92.8	112.8	.	97.1	96.7
O=c1[nH]cc(/C=N\Nc2ccccc2)c(=O)[nH]1	26.0	110.9	79.6	87.5	40.3	68.7	41.6	78.0
CN1c2ccccc2Sc2cc(C3CCC(=O)N3)ccc21 (configuration not stated)	79.3	101.7	.	81.4	99.3	108.9	75.2	103.7
CC(=O)O[C@H]1CC[C@]2(C)[C@H]3CC=C4[C@@H]5CC(C)(C)CC[C@]5(C(=O)NCCCCNCCCN)CC[C@@]4(C)[C@]3(C)CC[C@H]2C1(C)C	91.7	105.2	95.8	93.4	109.6	93.4	76.9	101.9
C=C1CCC2C3(C)COC(c4ccccc4)OC3CCC2(C)C1/C=C/C1=CCOC1=O (configuration not stated)	52.6	-14.6*	94.3	105.8	71.3	24.0	.	61.3
COc1cc(N(C)C)ccc1/C=C(/C#N)C(=O)N1c2ccccc2Sc2ccc(SC)cc21	86.9	89.8	96.1	.	99.3	95.9	89.6	97.5
CC(=O)OCC1OC(OC2C(COC(C)=O)OC(n3cc(COc4ccc5ccc(=O)oc5c4)nn3)C(OC(C)=O)C2OC(C)=O)C(OC(C)=O)C(OC(C)=O)C1OC(C)=O (configuration not stated)	74.7	90.5	96.4	116.1	101.6	98.3	88.1	107.6
O=C(NCCNCc1ccccc1)c1ccccc1	83.0	92.3	96.0	69.5	94.0	95.5	68.6	104.8
Nc1cc(=O)n([C@@H]2O[C@H](CO)[C@@H](O)[C@H]2O)c(=O)[nH]1	84.2	105.5	101.8	92.7	101.2	99.0	94.1	101.2
N#Cc1c(N)nc(Nc2nc3ccccc3[nH]2)nc1-c1ccc(Cl)cc1	82.8	114.2	.	.	101.1	110.8	86.9	108.7
O=c1c2ccccc2nc(SCc2n[nH]c(=S)n2-c2ccc(F)cc2)n1CCc1ccccc1	77.4	119.9	102.6	54.6	100.1	99.0	93.9	123.1
O=C(Nc1ccc(OS(=O)(=O)c2ccc(C(F)(F)F)cc2)cc1)C1CCCCC1	82.0	92.8	65.4	104.5	78.2	89.7	92.6	98.1
Nc1nc(N)c2cc(Sc3cccc(C(F)(F)F)c3)ccc2n1	21.3	42.8	19.2	54.0	26.6	26.5	9.5*	43.5
COc1ccc(-c2cc(=O)c3ccc(O)cc3o2)cc1	81.9	71.2	112.4	92.9	103.1	72.1	100.3	122.6
COc1ccc(/C=C/c2c(C(=O)/C=C/c3ccc(Cl)cc3)c(C)nc3ccccc23)cc1	-21.3*	-18.6*	14.3	39.6	13.5	17.2	29.5	56.2
COC(=O)c1cc2cc(/C=C3/SC(=S)N(N)C3=O)oc2n1Cc1ccccc1	97.2	81.7	101.5	123.9	68.4	116.2	94.4	116.1
COc1ccc(/C=N\Nc2ccc([N+](=O)[O-])cn2)cc1OC	-11.9*	51.6	10.2	-26.2*	-3.5*	26.2	43.1	-63.4*
COc1cc(NS(C)(=O)=O)ccc1Nc1c2ccc([N+](=O)[O-])cc2nc2c(C)cccc12	-3.4*	10.4	-3.4*	-23.5*	-30.9*	2.9*	-21.2*	5.2*
COc1ccc(-c2nc3ccc(-c4nnc(SCC(=O)Nc5ccc(C(=O)/C=C/c6ccc(Cl)cc6)cc5)o4)cc3[nH]2)cc1	85.3	98.2	99.1	84.3	97.7	88.3	97.2	120.1
Cc1ccc(Sc2oc(-c3ccc(C)cc3)nc2P(=O)(O)O)cc1	75.6	118.2	100.6	129.9	103.3	98.9	84.6	100.4
CN(CCC#N)C(=O)Nc1ccccc1	87.3	113.8	101.0	90.4	109.9	110.6	.	84.1
COc1ccc(/C=C2\Oc3ccc(O)c(O)c3C2=O)cc1	91.0	115.7	103.6	106.5	104.3	100.5	95.4	89.3
COc1ccc(-c2nc3ncccn3c2-c2nc3ccc(Br)cc3[nH]2)cc1	84.4	74.1	98.1	75.5	88.6	89.0	93.7	100.9
O=C(O)c1cccc[n+]1[O-]	92.2	116.1	95.6	97.8	108.4	101.5	85.4	102.3
C[n+]1ccc2[nH]c3ccccc3c2c1	72.1	95.8	106.3	97.1	96.6	101.9	96.8	113.6
COc1cc([N+](=O)[O-])c(OC)cc1Cl	87.3	120.3	100.6	101.3	107.8	99.5	97.5	105.8
CCOc1c(C#N)c(=Nc2ccc(S(N)(=O)=O)cc2)c(C#N)c2n1CC(c1ccccc1)=NN2	80.0	110.6	107.7	.	87.5	94.5	79.0	167.0
Nc1cc(Cl)ccc1[N+](=O)[O-]	84.8	101.6	104.5	118.7	106.4	95.4	79.8	97.6
O=C(Nc1ccccc1F)C1=NCCCCN1	92.4	100.0	100.0	106.0	99.0	98.9	94.9	98.2
Cc1nc(C(F)(F)C(F)(F)F)c(F)c(=O)[nH]1	94.4	103.8	92.3	81.2	110.8	100.0	92.6	82.8
CC(C)(Cc1ccc([N+](=O)[O-])cc1)[N+](=O)[O-]	85.5	105.5	95.6	94.5	106.0	96.5	106.7	102.7
CCCCCC(=O)Nc1cc(S(=O)(=O)O)cc2cc(S(=O)(=O)O)cc(O)c12	86.0	113.1	108.2	113.1	102.7	85.6	99.1	103.6
CC(=O)Nc1c(I)c(C(=O)O)c(I)c(N(C)C(C)=O)c1I	78.3	107.2	106.6	.	104.3	107.4	99.2	120.6
CCC(CC)NC(CC)CO (configuration not stated)	94.1	108.0	108.4	101.8	105.7	116.6	96.3	100.3
O=C(NO)c1ccc(CN2CCN(c3nc(-c4ccccc4)c4ccccc4n3)CC2)cc1	-11.6*	.	14.0	61.4	4.1*	15.9	6.4*	19.7
NS(=O)(=O)c1cnccc1Sc1ccncc1S(N)(=O)=O	80.0	108.5	100.0	104.1	105.8	100.4	98.2	99.6
CC(Cc1ccccc1)c1ccccc1 (configuration not stated)	98.2	.	104.0	121.7	107.0	106.4	100.5	.
CC1=NN(c2ccccc2)C(=O)/C1=C/c1cc(=O)oc2ccc3ccccc3c12	76.1	80.5	95.4	123.2	87.3	93.1	.	99.4
Cn1cnc2c1c(=O)n(CC(=O)Nc1ccc(S(=O)(=O)Nc3ncccn3)cc1)c(=O)n2C	82.5	118.1	108.3	93.0	109.9	107.6	93.1	108.1
Cc1nn(Cc2ccccc2)cc1C(=O)Nc1sc2c(c1C(N)=O)CCC(=O)C2	11.8	31.4	70.1	107.7	5.3*	15.5	5.5*	15.5
O=C1[C@H]2Cc3c([nH]c4ccccc34)[C@H](c3ccc(Cl)cc3)N2C(=O)CN1C1CCN(Cc2ccccc2)CC1	35.8	35.1	63.9	89.4	47.7	61.7	56.1	110.0
CC[C@H](c1cc(C)c(O)c(C)c1)[C@@H](CC)c1ccc(O)cc1	90.1	95.4	94.5	114.4	102.8	105.2	98.5	96.9
Cc1cc(C)c(SSc2c(C)cc(C)cc2C)c(C)c1	81.9	107.0	106.0	97.3	95.5	102.0	96.1	96.2
O=C(O)c1ccc(-n2cc(C(c3oc(CO)cc(=O)c3O)c3oc(CO)cc(=O)c3O)c(-c3ccc(F)cc3)n2)cc1	87.3	106.0	100.1	73.3	97.4	100.8	92.5	.
C1CCCC(NC2=NCCO2)CCC1	92.4	96.7	107.6	73.4	110.4	103.1	104.7	129.3
CC1CC(C)(C)OB(OC(C)CC(C)(C)OB2OC(C)CC(C)(C)O2)O1 (configuration not stated)	90.9	116.2	98.4	117.9	108.4	101.2	105.1	93.6
Next section.
SMILES	UO-31	RXF 393	786-0	A498	ACHN	SN12C	CAKI-1	TK-10
O=C(/C=C\c1cccc(Br)c1)c1ccc(Cl)cc1	80.3	104.1	89.0	.	108.2	102.8	92.8	82.9
COc1ccc2c(c1)[n+](=O)c(C(=O)NCCc1ccccc1)c(C)n2[O-]	15.7	.	101.0	118.2	127.6	115.6	101.4	131.9
O=C1N(Cc2ccccc2)C(=O)C2(CC=CC2)C(=O)N1c1ccccc1	82.1	104.7	96.1	83.3	100.3	102.3	97.8	98.0
CCOC(=O)C#Cc1c(CC(=O)OCC)nnn1[C@H]1O[C@@H](CO)[C@@H]2OC(C)(C)O[C@@H]21	15.7	3.7*	83.9	110.6	-49.4*	87.1	-88.4*	48.8
O=C(NC1CC1)c1ccc(-c2nc3ccccc3s2)s1	103.0	112.6	92.9	112.7	104.3	96.0	87.4	132.1
COCCn1cc(-c2nc(-c3ccsc3)cs2)c2cc(OC)ccc21	107.8	101.1	97.3	.	93.8	101.7	93.8	114.4
Nc1nc(-c2cccnc2)nn1-c1nc2ccccc2s1	104.9	118.5	98.4	106.7	101.2	99.8	95.3	113.3
N#CCCSC(=S)N1CCCCC1	86.6	105.9	106.8	86.7	106.0	95.4	107.3	91.5
Cc1nc2c(c(NC(=O)c3ccc(Cl)cc3)nn2C)c(C)c1Cl	93.4	90.5	93.1	97.4	98.3	96.4	89.5	100.1
O=S(=O)(Nc1ccc(NS(=O)(=O)c2ccccc2)c2ccccc12)c1ccccc1	79.8&67.6	95.2&98.0	104.1&112.1	90.2&59.7	95.2&92.4	95.1&94.0	103.3&87.3	110.9
Cc1c(O)c(=O)ccn1C1CCC(CC2CCC(n3ccc(=O)c(O)c3C)CC2)CC1 (configuration not stated)	38.6	44.1	46.5	50.9	35.7	41.5	25.2	50.1
Cc1cc(C)c(C(=O)Sc2ccccc2)c(C)c1	70.1	102.5	98.7	72.8	101.0	98.6	92.5	127.9
O=S1(=O)NC2c3ccccc3C=CN2c2ccncc21 (configuration not stated)	112.9	117.9	115.2	103.2	101.9	113.1	84.1	116.3
COc1cc(-c2nc(SCCC(C)C)nc(Nc3ccc(C(=O)O)cc3)c2C#N)cc(OC)c1OC	65.4	97.7	101.4	26.4	83.6	82.6	80.5	103.1
COc1ccc(-c2c(-c3ccc4c(c3)OCO4)[nH]c3[nH]c(=O)[nH]c(=O)c23)cc1	92.7	97.2	108.9	92.3	111.6	107.5	94.3	100.2
CC(C1SC(=S)NC1=O)C1SC(=S)NC1=O (configuration not stated)	90.2	106.5	108.8	108.6	106.1	96.7	101.9	106.0
CC(=O)OCC1OC(OC(C)=O)C(NC(=O)OCc2ccccc2)C(OC(C)=O)C1OC(C)=O (configuration not stated)	89.4	73.9	93.9	69.3	98.7	96.0	95.8	100.3
CC1=C(C(=O)c2ccccc2)C(c2cccc(Cl)c2Cl)n2c(nc3ccccc32)N1 (configuration not stated)	67.7	42.8	37.9	115.5	71.9	53.6	47.0	102.0
O=Cc1cc(Cl)ccc1O	112.4	.	100.4	113.1	113.5	98.6	108.7	126.3
CCOC(C)CCCS(=O)(=O)O (configuration not stated)	79.8	102.4	98.7	117.9	95.2	100.2	99.2	104.3
O=C(CN1CCN(c2cc3c(cc2F)c(=O)c(C(=O)O)cn3C2CC2)CC1)N/N=C/c1ccco1	88.3	111.6	96.4	91.7	98.1	108.1	99.7	100.6
CCOC(=O)c1c2ccncc2n2c(=O)n(-c3ccc(Cl)cc3)nnc12	68.4	100.6	98.0	87.1	87.3	107.4	102.0	154.2
c1cc(-c2nnc(SSc3ncnc4nc[nH]c34)o2)ccn1	30.0	61.8	13.8	63.0	45.0	55.8	-6.9*	17.0
O=C(O)c1ccc2c(c1)C(=O)OC2=O	96.7	164.3	97.9	101.1	96.9	99.7	109.5	105.6
O=C(Nc1cc(C(F)(F)F)cc(C(F)(F)F)c1)Nc1ccc(OCc2nnc(-c3ccc(Cl)cc3)o2)c(F)c1	-2.5*	.	15.1	-7.1*	-6.9*	11.1	4.8*	21.1

Entries of single compounds, quoted from the list. Values in the order: UO-31 | RXF 393 | 786-0 | A498 | ACHN | SN12C | CAKI-1 | TK-10
`O=C(Nc1cc(C(F)(F)F)cc(C(F)(F)F)c1)Nc1ccc(OCc2nnc(-c3ccc(Cl)cc3)o2)c(F)c1` in the list: -2.5* | . | 15.1 | -7.1* | -6.9* | 11.1 | 4.8* | 21.1
`CCOC(=O)c1c2ccncc2n2c(=O)n(-c3ccc(Cl)cc3)nnc12` in the list: 68.4 | 100.6 | 98.0 | 87.1 | 87.3 | 107.4 | 102.0 | 154.2

Structural class: those above with fluorine.
SMILES	UO-31	RXF 393	786-0	A498	ACHN	SN12C	CAKI-1	TK-10
O=c1c2ccccc2nc(SCc2n[nH]c(=S)n2-c2ccc(F)cc2)n1CCc1ccccc1	77.4	119.9	102.6	54.6	100.1	99.0	93.9	123.1
O=C(Nc1ccc(OS(=O)(=O)c2ccc(C(F)(F)F)cc2)cc1)C1CCCCC1	82.0	92.8	65.4	104.5	78.2	89.7	92.6	98.1
Nc1nc(N)c2cc(Sc3cccc(C(F)(F)F)c3)ccc2n1	21.3	42.8	19.2	54.0	26.6	26.5	9.5*	43.5
O=C(Nc1ccccc1F)C1=NCCCCN1	92.4	100.0	100.0	106.0	99.0	98.9	94.9	98.2
Cc1nc(C(F)(F)C(F)(F)F)c(F)c(=O)[nH]1	94.4	103.8	92.3	81.2	110.8	100.0	92.6	82.8
O=C(O)c1ccc(-n2cc(C(c3oc(CO)cc(=O)c3O)c3oc(CO)cc(=O)c3O)c(-c3ccc(F)cc3)n2)cc1	87.3	106.0	100.1	73.3	97.4	100.8	92.5	.
O=C(CN1CCN(c2cc3c(cc2F)c(=O)c(C(=O)O)cn3C2CC2)CC1)N/N=C/c1ccco1	88.3	111.6	96.4	91.7	98.1	108.1	99.7	100.6
O=C(Nc1cc(C(F)(F)F)cc(C(F)(F)F)c1)Nc1ccc(OCc2nnc(-c3ccc(Cl)cc3)o2)c(F)c1	-2.5*	.	15.1	-7.1*	-6.9*	11.1	4.8*	21.1
